Screening data from PubChem BioAssay.
RAD52 anneal inh: RAD52 DNA annealing inhibitors, primary screen, biochemical, FRET, single point, set 2. AID 651710, 2012. inhibition, % at 18.7 µM. DNA repair protein RAD52 homolog (Homo sapiens), P43351. 360,000 compounds, 0.46% hits. recombinant RAD52 DNA annealing, FRET fluorescence;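 active = every replicate showing at least 50% inhibition; inconclusive = mean inhibition at least 50% but not in every replicate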
Target sequence (P43351 whole entry, looked up): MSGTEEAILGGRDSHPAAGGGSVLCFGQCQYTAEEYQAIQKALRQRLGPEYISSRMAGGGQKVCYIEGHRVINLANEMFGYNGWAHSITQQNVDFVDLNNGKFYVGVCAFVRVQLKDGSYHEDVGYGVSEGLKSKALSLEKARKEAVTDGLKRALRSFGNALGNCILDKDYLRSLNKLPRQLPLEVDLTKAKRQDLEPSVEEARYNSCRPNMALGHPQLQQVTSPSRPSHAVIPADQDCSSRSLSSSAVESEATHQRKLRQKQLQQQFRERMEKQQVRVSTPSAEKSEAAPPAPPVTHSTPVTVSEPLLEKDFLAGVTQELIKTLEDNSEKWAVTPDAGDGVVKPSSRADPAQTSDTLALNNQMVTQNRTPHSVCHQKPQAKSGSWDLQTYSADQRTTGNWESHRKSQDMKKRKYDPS
S100A4 MyoIIA: inhibitors of S100A4-myosin IIA peptide binding, primary screen, biochemical, fluorescence polarization, TAMRA-MyoIIA peptide; inhibition, % at 10.7 µM; 360,000 compounds, 0.14% hits;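 active = mean inhibition of at least 70% across replicates, with every replicate also reaching that level; inconclusive = mean inhibition reaches 70% but some replicates fall short; inactive = mean inhibition below 70%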
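System – human S100A4 monomer protein, biochemical binding assay · Buffer or medium – Calcium-containing HEPES buffer, pH 7.2 · Timing – 5 min between mix addition and reading · Also added – TAMRA-labelled myosin IIA heavy-chain peptide probe, 5 nM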
esBAF inh: Bmi1 luciferase reporter increase in mESCs, primary screen, esBAF inhibitor project, mouse ES cells, Bmi1 luciferase knock-in, single point. 24 h; 100% = twice the neutral-well signal. reporter increase, % at 12.5 µM. 350,000 compounds, 2% hits; in the data active = activation above about 40%; inconclusive = no clear call, values can overlap the other calls;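 also: 0% = median of the plate's neutral control wells and 100% = double that signal; a rise in the Bmi1 reporter signal indicates esBAF inhibition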
E-sel inducer: E-selectin induction in HUVECs, primary screen, imaging, HUVEC, immunofluorescence imaging, single point. P16581. normalized: neutral wells 0, TNF-alpha wells 100. activation, % at 7.58 µM. 260,000 compounds, 0.37% hits. AID 686992, 2013;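 active = mean E-selectin-positive cell signal at least 10% of the positive control, reached in at least 60% of replicates, without over 20% cell loss; inconclusive = no rule given, readout overlaps actives, possibly toxicity-flagged; inactive = the rest, including those meeting only one limit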;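 also: in these data hits start at about 27%; measured in HUVEC primary endothelial cells; signal is the percent of cells scored E-selectin positive by PE staining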
Target sequence (P16581 whole entry, looked up): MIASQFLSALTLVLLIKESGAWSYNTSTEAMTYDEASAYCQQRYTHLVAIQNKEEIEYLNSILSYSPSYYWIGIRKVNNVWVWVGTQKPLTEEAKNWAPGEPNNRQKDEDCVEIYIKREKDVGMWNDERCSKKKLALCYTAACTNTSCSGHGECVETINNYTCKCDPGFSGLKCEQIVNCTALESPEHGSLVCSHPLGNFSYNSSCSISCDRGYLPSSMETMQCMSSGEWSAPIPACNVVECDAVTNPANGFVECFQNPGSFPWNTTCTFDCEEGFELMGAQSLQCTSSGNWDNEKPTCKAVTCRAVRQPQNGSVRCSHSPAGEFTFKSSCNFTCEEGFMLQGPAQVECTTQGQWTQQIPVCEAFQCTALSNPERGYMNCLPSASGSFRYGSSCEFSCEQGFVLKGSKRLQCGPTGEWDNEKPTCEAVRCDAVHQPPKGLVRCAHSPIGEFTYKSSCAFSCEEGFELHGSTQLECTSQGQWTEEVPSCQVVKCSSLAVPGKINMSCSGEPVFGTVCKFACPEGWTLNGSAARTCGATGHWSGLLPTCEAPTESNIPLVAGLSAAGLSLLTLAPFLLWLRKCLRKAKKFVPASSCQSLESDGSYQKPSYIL
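Material: HUVEC primary endothelial cells; Amount: 3,000 cells per well; Dosing: single concentration; Medium: EGM-2 growth medium on 0.1% gelatin-coated wells; Read-out basis: percent E-selectin-positive cells; Signal: immunofluorescence imaging; Control set: TNF-alpha, DMSO.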
RAD54 branch: inhibitors of human RAD54 branch migration, primary screen, biochemical, fluorescence, single point | inhibition, % at 10.4 µM | DNA repair and recombination protein RAD54-like (Homo sapiens), Q92698 | 360,000 compounds, 0.14% hits | RAD54 Holliday junction branch migration, FAM/BHQ fluorescence;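 active = mean normalized replicate activity at least 40 and at least half of replicates scoring 40 or more; inconclusive = only one of the two criteria met; inactive = mean below 40 and under half of replicates reaching 40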;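 also: 0% = median of neutral control wells and 100% = median of positive control wells; inhibitors cause a drop in the FAM fluorescence signal; in these data hits start at about 50%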
ERp5 inh: inhibitors of ERp5-driven insulin aggregation, primary screen, biochemical, turbidity, absorbance 650 nm, single point; Protein disulfide-isomerase A6 (Homo sapiens), Q15084; 90 min; inhibition, % at 9.99 µM; 350,000 compounds, 0.05% hits; AID 651711, 2012;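 active = mean replicate inhibition above about 25%, with every replicate also reaching it, limit read from the data, passing the limit was not always enough; inconclusive = only one of those two criteria met; inactive = neither criterion met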
Xi reactivation: activators of inactive X chromosome reactivation, primary screen, imaging, XiGFP fibroblasts, GFP high-content imaging, set 2; 360,000 compounds, 0.055% hits; activation, % at 7.58 µM; XiGFP mouse fibroblasts, % GFP-positive cells imaging, 3 d; cells co-treated with 5-aza-dC sensitizer; scaled so ellipticine positive control = 100%;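 active = mean normalized replicate activation at least 10% and every replicate at or above 10%; inconclusive = only one of the two criteria met; inactive = mean below 10% and not all replicates reach 10%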;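 also: 0% = median of on-plate neutral control wells and 100% = ellipticine 6 µM median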
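System: SV40-immortalized XiGFP fibroblast cells, line 68-5-11 / Incubation: 3-day compound exposure, then 15 min fixation at room temperature / Compound: single concentration per compound, delivered by pin transfer / Buffer or medium: DMEM plus 5-aza-dC sensitizer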
ERAP1 inh: human ERAP1 aminopeptidase inhibitors, primary screen, biochemical, single point, plate reader. Endoplasmic reticulum aminopeptidase 1 (Homo sapiens), Q9NZ08. 340,000 compounds, 0.15% hits. AID 652197, 2013. recombinant ERAP1, Leu-AMC fluorescence, 60 min. inhibition, % at 10.7 µM;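 active = mean replicate inhibition of at least 30%, or all replicates individually reaching that 30% level; inactive = mean below 30% and not every replicate reaching it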;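 also: 0% = neutral control wells and 100% = L-leucinethiol positive control wells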
Active calls of the source: *; ? = inconclusive; · = not tested or not shown; & = joins results of further samples.

SMILES	RAD52 anneal inh	S100A4 MyoIIA	esBAF inh	E-sel inducer	RAD54 branch	ERp5 inh	Xi reactivation	ERAP1 inh
Cc1ccc(S(=O)(=O)N2CCCc3ccccc32)cc1	-3	-2	-1	·	5	-5	0.1	1
O=C(Cn1cc([N+](=O)[O-])cn1)N1CCN(Cc2ccc3c(c2)OCO3)CC1	-15	2	-4	·	2	3	0.0	2
N#Cc1cccc(-c2ccc([C@@H]3[C@H]4CN(C(=O)Nc5ccccc5)CCCCN4[C@H]3CO)cc2)c1	-14	-4	·	-0.6	6	0	-0.1	-4
OCCC1CN(Cc2ccccc2-c2ccco2)CCN1C1CCCC1 (centres undefined)	-18	9	-8	1.8	2	-1	-0.1	·
Cc1ccc(C(=O)Nc2ccc(C(=O)N/N=C/c3cccnc3)cc2)cc1	-17	1	4	·	0	6	0.3	3
CN1C(=O)c2cc(NC(=O)c3cccc(F)c3)ccc2OC[C@@H]2O[C@@H](CC(=O)Nc3ccccc3)CC[C@H]21	-17	4	2	0.3	-3	2	0.2	-1
Cc1c(NC(=O)c2ccc(C(=O)Nc3c(C)n(C)n(-c4ccccc4)c3=O)cc2)c(=O)n(-c2ccccc2)n1C	-8	2	-6	0.4	4	3	0.4	·
CCN1CCN(CC(O)COC(c2ccccc2)c2ccccc2)CC1 (centres undefined)	-13	1	-6	·	-7	5	0.0	-5
CC(C)NC(=O)N(O)C1N(C(C)C)C(=O)N(Cc2ccc3c(c2)OCO3)C1(C)C (centres undefined)	-14	2	3	2.7	-2	5	0.1	·
O=C(COC(=O)c1ccccc1SCC(=O)N1CCCC1)NC1CCCCC1	-12	-5	13	3.0	-3	-2	-0.1	-4
O=C(c1ccccc1)N1CCc2[nH]nc(-c3ccccc3)c2C1	-5	0	2	·	-12	1	0.0	-3
CC(=O)NC(c1ccc(Cl)cc1Cl)c1ccc2cccnc2c1O (centres undefined)	4	-1	-28	-0.1	2	1	0.5	-4
Cn1c(CO)cnc1S(=O)(=O)Cc1c(Cl)cccc1Cl	-8	0	-3	·	-10	2	0.2	-5
O=C(O)C(CCC(C(=O)O)c1ccccc1)c1ccccc1 (centres undefined)	-17	1	·	5.1	-4	-7	0.0	4
CCN(CC(=O)Nc1c(F)cccc1F)C(=O)CN1c2cccc3cccc(c23)S1(=O)=O	-11	-2	-5	-0.2	·	8	0.1	1

As entered above:
S100A4 MyoIIA result of `CCN(CC(=O)Nc1c(F)cccc1F)C(=O)CN1c2cccc3cccc(c23)S1(=O)=O` = -2
ERp5 inh result of `O=C(COC(=O)c1ccccc1SCC(=O)N1CCCC1)NC1CCCCC1` = -2

Following part.
SMILES	RAD52 anneal inh	S100A4 MyoIIA	esBAF inh	E-sel inducer	RAD54 branch	ERp5 inh	Xi reactivation	ERAP1 inh
CCC(CC)C(=O)Nc1cc(=O)n(C)c(=O)n1C	5	-3	-6	0.4	2	4	0.0	-2
COc1ccc(Cl)cc1NC(=O)C/C(C)=N/NC(=O)COc1ccc(C)cc1	-12	0	-8	·	-6	3	0.0	-3
O=C(O)CSc1nnc(Nc2ccccc2)n1-c1ccccc1	-10	-1	·	·	·	-4	0.0	1
C[C@H](CO)N1C[C@H](C)[C@H](CN(C)S(=O)(=O)c2cn(C)cn2)Oc2ncc(C#Cc3cccc(F)c3)cc2C1=O	-8	-6	1	-2.1	-5	-1	0.2	3
COc1ccc(Cl)cc1NC(=O)CN(C)C(=O)c1cc2c(s1)CCCC2	-2	-6	·	0.2	-9	-27	0.0	-2
COc1ccc(NS(=O)(=O)c2ccc(C)c(C(=O)NNC(=O)c3ccccc3O)c2)cc1	-114	-12	-8	2.2	-2	9	-0.1	0
COC(=O)/C(C#N)=C/c1c(-c2ccccc2)nc2n1CCS2	-1	-9	·	-0.3	·	1	-0.1	4
Cc1ccc(OCc2cc(C(=O)N(C)CCc3ccccn3)no2)cc1C	-14	-1	87*	·	-14	-4	0.2	-6
COc1ccc(CCCc2nnc(SCc3nc4ccccc4c(=O)[nH]3)n2C)cc1	-3	-1	·	·	·	3	0.5	1
COc1ccccc1NC(=S)N1CCN(c2ncccn2)CC1	-8	-14	6	-2.9	2	12	0.0	0
O=C1C=CC(=O)N1c1ccc2c(c1)C(NC(=O)C(F)(F)F)c1ccccc1-2 (centres undefined)	-62	-2	-83	1.3	·	-3	0.2	0
COc1ccccc1-n1cnnc1SCC(=O)Nc1cccc(S(N)(=O)=O)c1	1	-3	-2	·	4	-1	0.0	-3
CCOc1cccc(C2C(C(=O)c3ccco3)=C(O)C(=O)N2c2nnc(C)s2)c1 (centres undefined)	-111	4	12	0.0	-27	-5	0.4	11
CCNC(=O)C[C@H]1C=C[C@@H](NS(=O)(=O)c2ccc(C)cc2)[C@@H](CO)O1	-2	-3	-2	-0.4	-1	-2	-0.2	0
COc1ccc(-c2cc(C(=O)N/N=C(\C)c3cccnc3)c3cc(C)ccc3n2)cc1OC	-14	0	5	0.0	-5	-3	0.1	2
Cc1ccc(Cl)cc1NC(=S)Nn1cnnc1	-7	-4	-3	-1.1	-4	3	1.9	-2
Nc1c(N(CCC2=CCCCC2)C(=O)c2ccc([N+](=O)[O-])o2)c(=O)[nH]c(=O)n1Cc1ccccc1	-21	-5	0	0.0	-5	3	0.1	2
C[C@@H]1CN([C@@H](C)CO)C(=O)Cc2cc(NS(=O)(=O)c3ccccc3)ccc2O[C@H]1CN(C)C	9	-6	-5	-2.0	-4	3	-0.1	2
COc1ccc(N2CCN(C3CCCN(Cc4ccc(F)c(F)c4)C3)CC2)cc1 (centres undefined)	3	-2	-1	0.0	0	2	0.0	2
CC(C)(C)C(=O)Nc1ccnn1C1CCN(C(=O)c2ccc(Cl)cc2F)CC1	-9	-10	2	-0.4	-5	5	0.3	-3
O=C(O)C1=C[C@@H](C2CCCCC2)C[C@@H](OCCCCO)O1	-15&-1	-5&29	-5	0.2	-2&-11	1&-1	-0.2	4&3
CC(C)(C)NC(=O)COC(=O)c1ccc(Cl)nc1	0	-5	3	·	6	2	0.0	3
O=C(c1ccoc1)N1CCN(c2cc(-c3ccco3)nc3cc(-c4ccccc4)nn23)CC1	-35	-6	20	0.2	-1	2	0.0	-3
CN(C(=O)c1ccccc1)c1ccccc1C(=O)NCCc1ccccc1	-2	-25	·	-0.1	-4	2	0.1	-1
O=C(Cc1ccc(F)cc1)N1CCC2(CC1)NCCc1[nH]cnc12	-4	0	1	·	17	1	0.2	-1
Cc1ccccc1S(=O)(=O)N1[C@@H](C#N)[C@@H](c2ccccc2)[C@@H]1CO	-83	-7	-6	-0.6	-6	-4	0.0	3
COc1ccccc1N1CCN(S(=O)(=O)c2ccc(-n3cnnn3)c(C)c2)CC1	·	·	1	0.0	-6	·	0.1	·
COc1cc(CN2CCC(Cc3ccccc3)CC2)c([N+](=O)[O-])cc1OC	-2	1	-2	0.0	4	3	0.1	0
O=C(COc1ccc(C(=S)N2CCOCC2)cc1)N1CCOCC1	-6	-3	·	-0.2	-1	-1	-0.1	-1
CC(=O)Oc1ccc(C(=O)N2c3ccccc3NC(=O)C2C)cc1 (centres undefined)	-14	-7	-4	-0.1	9	7	0.2	2
CC(C)c1ccc(OCc2cccc(C(=O)N/N=C/c3cccnc3)c2)cc1	-12	4	-41	·	0	2	-0.1	0
COc1ccc(CN(C)C[C@H]2Oc3ccc(NC(=O)C4CCCCC4)cc3C(=O)N([C@@H](C)CO)C[C@@H]2C)cc1	-4	-3	0	-0.3	-4	6	0.1	0
O=C(Nc1ccc(F)cc1)c1ccc2nsnc2c1	-3	-4	?	0.2	3	-2	-0.2	·
COc1ccc2c3c(n(C)c2c1)[C@@H](CO)N(C(=O)c1ccncc1)CC31CCN(CC2CC2)CC1	10	9	·	0.1	·	-6	0.0	-1
O=C1C=CC(=Nc2ccc3c(c2)Cc2cc(F)ccc2-3)O1	-38	-3	22	·	·	-2	0.0	0
CCC1=C(OC(=O)N(CC)CC)N2C(=O)OC(=NCC(=O)OC)[C@]2(C)[C@H]2C1=CC[C@H]1C(=O)N(CC)C(=O)[C@H]12	2	-8	-10	-0.1	-5	0	0.0	2
Cc1ccc(S(=O)(=O)/N=C(\CN2CCCCC2)N2CCOCC2)cc1	-4	2	-5	·	-2	3	·	-3

Structural class: the compounds so far with fluorine.
SMILES	RAD52 anneal inh	S100A4 MyoIIA	esBAF inh	E-sel inducer	RAD54 branch	ERp5 inh	Xi reactivation	ERAP1 inh
CN1C(=O)c2cc(NC(=O)c3cccc(F)c3)ccc2OC[C@@H]2O[C@@H](CC(=O)Nc3ccccc3)CC[C@H]21	-17	4	2	0.3	-3	2	0.2	-1
CCN(CC(=O)Nc1c(F)cccc1F)C(=O)CN1c2cccc3cccc(c23)S1(=O)=O	-11	-2	-5	-0.2	·	8	0.1	1
C[C@H](CO)N1C[C@H](C)[C@H](CN(C)S(=O)(=O)c2cn(C)cn2)Oc2ncc(C#Cc3cccc(F)c3)cc2C1=O	-8	-6	1	-2.1	-5	-1	0.2	3
O=C1C=CC(=O)N1c1ccc2c(c1)C(NC(=O)C(F)(F)F)c1ccccc1-2 (centres undefined)	-62	-2	-83	1.3	·	-3	0.2	0
COc1ccc(N2CCN(C3CCCN(Cc4ccc(F)c(F)c4)C3)CC2)cc1 (centres undefined)	3	-2	-1	0.0	0	2	0.0	2
CC(C)(C)C(=O)Nc1ccnn1C1CCN(C(=O)c2ccc(Cl)cc2F)CC1	-9	-10	2	-0.4	-5	5	0.3	-3
O=C(Cc1ccc(F)cc1)N1CCC2(CC1)NCCc1[nH]cnc12	-4	0	1	·	17	1	0.2	-1
O=C(Nc1ccc(F)cc1)c1ccc2nsnc2c1	-3	-4	?	0.2	3	-2	-0.2	·
O=C1C=CC(=Nc2ccc3c(c2)Cc2cc(F)ccc2-3)O1	-38	-3	22	·	·	-2	0.0	0
